Assay outcomes from PubChem BioAssay.
pPAFAH inh = inhibitors of human plasma PAF acetylhydrolase (pPAFAH); recombinant pPAFAH, FP-rhodamine probe fluorescence polarization; 330,000 compounds, 1.5% hits; inhibition, % at 3.39 µM; Q13093;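 active = inhibition above the mean inhibition across the screen plus 3 SD, cut at about 25% in these data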;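 note: inhibitors block binding of the rhodamine activity-based probe so polarization drops; 0% = enzyme with DMSO and 100% = wells lacking pPAFAH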
Target sequence (Q13093 whole entry, looked up): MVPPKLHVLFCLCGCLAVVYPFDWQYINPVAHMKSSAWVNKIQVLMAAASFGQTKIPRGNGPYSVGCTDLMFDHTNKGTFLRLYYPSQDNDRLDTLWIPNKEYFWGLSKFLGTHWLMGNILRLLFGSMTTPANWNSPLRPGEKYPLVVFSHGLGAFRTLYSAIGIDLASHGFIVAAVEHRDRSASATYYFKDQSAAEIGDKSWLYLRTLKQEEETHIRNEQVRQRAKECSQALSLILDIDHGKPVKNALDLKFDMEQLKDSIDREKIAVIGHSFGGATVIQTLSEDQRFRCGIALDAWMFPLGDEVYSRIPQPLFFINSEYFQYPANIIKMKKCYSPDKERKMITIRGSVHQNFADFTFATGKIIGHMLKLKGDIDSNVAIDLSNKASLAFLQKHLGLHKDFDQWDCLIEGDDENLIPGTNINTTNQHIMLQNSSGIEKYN
PME-1 primary = PME-1 (human) inhibition; recombinant PME-1, FP-Rh probe fluorescence polarization; Q9Y570; inhibition, % at 5.9 µM; 320,000 compounds, 0.53% hits;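 active = inhibition above the campaign mean of all compounds plus 3 SD, cut at about 26% in these data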;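 note: competitive labeling of PME-1 active site by serine hydrolase directed probe; 0% = PME-1 with DMSO and 100% = wells lacking PME-1 enzyme; inhibitors block probe labeling so polarization falls and inhibition rises; many of its hits are not listed in these tables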
Target sequence (Q9Y570 whole entry, looked up): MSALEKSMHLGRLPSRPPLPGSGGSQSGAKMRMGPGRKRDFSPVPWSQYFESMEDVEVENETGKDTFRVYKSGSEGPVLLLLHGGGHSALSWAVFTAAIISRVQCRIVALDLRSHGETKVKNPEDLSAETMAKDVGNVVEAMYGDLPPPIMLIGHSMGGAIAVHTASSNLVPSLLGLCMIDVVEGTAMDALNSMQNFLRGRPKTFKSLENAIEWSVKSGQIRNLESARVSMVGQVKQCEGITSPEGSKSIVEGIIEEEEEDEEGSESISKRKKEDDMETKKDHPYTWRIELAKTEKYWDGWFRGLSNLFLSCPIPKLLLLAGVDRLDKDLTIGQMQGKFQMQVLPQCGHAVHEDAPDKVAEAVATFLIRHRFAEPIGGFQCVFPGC
GSTO1 inh = blocks human GSTO1 in RBBP9 counter-screen; P78417; recombinant GSTO1, activity-based probe fluorescence polarization; inhibition, % at 5.96 µM; 300,000 compounds, 1.1% hits; AID 1974;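 active = inhibition above the campaign mean inhibition plus 3 SD, cut at about 35% in these data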;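 note: 0% = GSTO1-1 with DMSO and 100% = wells lacking GSTO1-1 enzyme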
PAD4 inh = inhibitors of human PAD4; recombinant PAD4, RCA probe fluorescence polarization; inhibition, % at 6.36 µM; 330,000 compounds, 0.41% hits;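 active = percent inhibition above a cutoff equal to the mean of all tested compounds plus 3 SD, cut at about 15% in these data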;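 note: 0% = PAD4 with RCA probe and DMSO and 100% = probe without PAD4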
Fam108B inh = counter-screen for RBBP9 inhibitors: inhibitors of mouse Fam108B; recombinant Fam108B, FP-Rh probe fluorescence polarization; inhibition, % at 9.51 µM; 300,000 compounds, 0.33% hits; AID 1947;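 active = inhibition above the screen mean inhibition plus 3 SD, computed separately per campaign, cut at about 18% in these data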;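 note: inhibitors lower polarization as less probe binds the enzyme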
PAFAH1B2 FP inh = inhibitors of human PAFAH1B2; 340,000 compounds, 1.2% hits; AID 492953; recombinant PAFAH1B2, FP-rhodamine activity probe, fluorescence polarization; P68402; inhibition, % at 3.39 µM;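 active = inhibition above the mean of all tested compounds plus 3 SD, cut at about 24% in these data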;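 note: 0% = enzyme with DMSO and 100% = wells lacking PAFAH1B2; many of its hits are not listed in these tables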
Target sequence (P68402 whole entry, looked up): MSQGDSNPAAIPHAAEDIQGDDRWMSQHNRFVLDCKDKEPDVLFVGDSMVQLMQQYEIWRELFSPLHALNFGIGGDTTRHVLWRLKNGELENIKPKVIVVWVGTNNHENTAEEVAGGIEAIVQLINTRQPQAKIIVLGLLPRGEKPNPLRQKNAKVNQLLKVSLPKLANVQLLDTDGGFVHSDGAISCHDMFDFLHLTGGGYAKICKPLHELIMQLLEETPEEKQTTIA
LYPLA1 counter = counter-screen for PME1 inhibitors: inhibitors of human LYPLA1. inhibition, % at 5.9 µM. O75608. 320,000 compounds, 0.16% hits. recombinant LYPLA1, FP-Rh probe fluorescence polarization. AID 2174;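 active = inhibition above the mean of all tested compounds plus 3 SD, set per campaign, cut at about 14% in these data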;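 note: inhibitors block serine hydrolase probe labeling of LYPLA1 so polarization falls; 0% = enzyme with DMSO and 100% = wells lacking LYPLA1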
PAFAH2 inh = PAFAH2 (human) inhibition; inhibition, % at 3.39 µM; 340,000 compounds, 0.99% hits; AID 492956; recombinant PAFAH2, FP-rhodamine activity probe, fluorescence polarization;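 active = inhibition above the mean over all tested compounds plus 3 SD, cut at about 30% in these data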;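 note: inhibitors block probe labeling of enzyme so polarization drops; 0% = enzyme with DMSO and 100% = wells lacking PAFAH2 protein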
PAFAH1B3 inh = blocks human PAF acetylhydrolase 1B catalytic subunit 3 | Q15102 | recombinant PAFAH1B3, FP-rhodamine probe, fluorescence polarization | inhibition, % at 3.39 µM | 340,000 compounds, 0.28% hits | AID 492972;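 active = inhibition above the screen-wide average of all tested compounds plus 3 SD, cut at about 25% in these data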;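 note: 0% = enzyme with DMSO only and 100% = wells lacking PAFAH1B3 protein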
* marks the source's active call; other numbers are inactive results.

Screening O=C1[C@H]2[C@@H](c3ccc(Cl)cc3)N3C(=O)N(c4cccc(Cl)c4)C(=O)[C@@]3(Cc3ccc(Cl)cc3)[C@H]2C(=O)N1C1CCCCC1 returned pPAFAH inh 4, PME-1 primary -3, GSTO1 inh -5, PAD4 inh -2, Fam108B inh -12, PAFAH1B2 FP inh -6, LYPLA1 counter -2, PAFAH2 inh -19 and PAFAH1B3 inh -1.
For CCCc1nnc(NC(=O)CCN2C(=O)c3ccccc3C2=O)s1 the results were pPAFAH inh -2, PME-1 primary 1, GSTO1 inh -3, PAD4 inh -3, Fam108B inh -2, PAFAH1B2 FP inh 2, LYPLA1 counter 0, PAFAH2 inh -4 and PAFAH1B3 inh 12.
Screening O=C(Nc1nc(-c2ccccc2)cs1)c1ccc2c(=O)n3c(nc2c1)CCCCC3 returned pPAFAH inh -25, PME-1 primary -66, GSTO1 inh -4, PAD4 inh -3, Fam108B inh -35, PAFAH1B2 FP inh -18, LYPLA1 counter -41, PAFAH2 inh -33 and PAFAH1B3 inh -24.
For O=C(COC(=O)c1c(F)cccc1F)c1ccc[nH]1 the results were pPAFAH inh 2, PME-1 primary -4, GSTO1 inh 0, PAD4 inh -5, Fam108B inh 3 and LYPLA1 counter -2.
`CCCCNC(=O)CS(=O)Cc1nc(-c2cccc(Cl)c2)oc1C` (centres undefined) gave pPAFAH inh 1, PME-1 primary -1, GSTO1 inh -6, PAD4 inh -1, Fam108B inh -5, PAFAH1B2 FP inh 4, LYPLA1 counter 1, PAFAH2 inh 0 and PAFAH1B3 inh 7.
O=C(CCNS(=O)(=O)c1ccc2[nH]c(=O)oc2c1)Nc1cccc(Br)c1 was read as pPAFAH inh 2, PME-1 primary -2, GSTO1 inh 9, PAD4 inh 2, Fam108B inh 0, PAFAH1B2 FP inh 8, LYPLA1 counter -5, PAFAH2 inh 1 and PAFAH1B3 inh 11.
`Cc1ccc(NC(=O)c2ccccc2N2C(=O)C3C4C=CC(C5CC45)C3C2=O)cc1C` (centres undefined) gave pPAFAH inh 1, PME-1 primary 2, GSTO1 inh -2, PAD4 inh 7, Fam108B inh -2, PAFAH1B2 FP inh 6, LYPLA1 counter -1, PAFAH2 inh 7 and PAFAH1B3 inh 15.
`COc1ccc(NC(=O)CSc2nnc(CCC(=O)O)c(=O)n2N)cc1` gave pPAFAH inh -4, PME-1 primary 1, GSTO1 inh 0, PAD4 inh 2, Fam108B inh 4, PAFAH1B2 FP inh 3, LYPLA1 counter 2, PAFAH2 inh -3 and PAFAH1B3 inh -1.
Screening Cc1nc2c(c(=O)c3ccccc3n2C)c(=O)n1-c1ccccc1 returned pPAFAH inh -1, PME-1 primary -2, GSTO1 inh 5, PAD4 inh 3, Fam108B inh -2, PAFAH1B2 FP inh 7, LYPLA1 counter -2, PAFAH2 inh 11 and PAFAH1B3 inh -3.
`Cc1ccc(Nc2c([N+](=O)[O-])ccc3nonc23)cc1C` gave pPAFAH inh 7, PME-1 primary -5, GSTO1 inh 4, PAD4 inh -3, Fam108B inh 1, PAFAH1B2 FP inh 9, LYPLA1 counter -2, PAFAH2 inh -8 and PAFAH1B3 inh 8.
For Cc1nn(CCOc2ccccc2Cl)c(C)c1[N+](=O)[O-] the results were pPAFAH inh -1, PME-1 primary 7, GSTO1 inh 3, PAD4 inh 0, Fam108B inh -1, PAFAH1B2 FP inh 4, LYPLA1 counter 2, PAFAH2 inh 7 and PAFAH1B3 inh -1.
For COc1ccc(S(=O)(=O)Nc2cccc(-c3ccc(N4CCCCCC4)nn3)c2)cc1OC the results were pPAFAH inh 6, PME-1 primary -3, GSTO1 inh -15, PAD4 inh 0, Fam108B inh -8, PAFAH1B2 FP inh 3, LYPLA1 counter -14, PAFAH2 inh 2 and PAFAH1B3 inh -2.
Cc1ccc(NC(=O)N(CCC#N)Cc2ccccc2)cc1 was read as pPAFAH inh 3, PME-1 primary 2, GSTO1 inh -3, PAD4 inh -2, Fam108B inh 1, PAFAH1B2 FP inh 2, LYPLA1 counter -1, PAFAH2 inh 2 and PAFAH1B3 inh 10.
O=c1[nH]c2cc3c(cc2cc1CN(Cc1nnnn1CC1CCCO1)C1CCCC1)OCO3 (centres undefined) was read as pPAFAH inh -1, PME-1 primary 3, GSTO1 inh -3, PAD4 inh 3, Fam108B inh 3, PAFAH1B2 FP inh -4, LYPLA1 counter 3, PAFAH2 inh -4 and PAFAH1B3 inh -2.
`COc1cccc(/C(C)=N/Nc2ncc(Cl)cc2Cl)c1` gave pPAFAH inh -3, PME-1 primary -2, GSTO1 inh -3, PAD4 inh -6, Fam108B inh -1, PAFAH1B2 FP inh 2, LYPLA1 counter -1, PAFAH2 inh 0 and PAFAH1B3 inh -2.
For CCOc1ccc2nc(SC3CC(=O)N(c4cccc(OC)c4)C3=O)sc2c1 (centres undefined) the results were pPAFAH inh 7, PME-1 primary 5, GSTO1 inh 14, PAD4 inh -2, Fam108B inh 0, PAFAH1B2 FP inh 7, LYPLA1 counter -1, PAFAH2 inh 4 and PAFAH1B3 inh 8.
Cn1cc([N+](=O)[O-])c(C(=O)Nc2cc(Oc3cccnc3)cc([N+](=O)[O-])c2)n1 was read as pPAFAH inh 6, PME-1 primary 9, GSTO1 inh -3, PAD4 inh 2, Fam108B inh -1 and LYPLA1 counter -3.
COc1ccc(C(=O)Nc2cc(C)on2)cc1 was read as pPAFAH inh -1, PME-1 primary 1, GSTO1 inh -1, PAD4 inh -2, Fam108B inh -3, PAFAH1B2 FP inh 4, LYPLA1 counter 1, PAFAH2 inh -5 and PAFAH1B3 inh 0.
Screening COc1ccc(/C=C/C(=O)c2ccccc2)cc1COc1ccccc1F returned pPAFAH inh 5, PME-1 primary -9, GSTO1 inh -10, PAD4 inh 1, Fam108B inh -14, PAFAH1B2 FP inh -7, LYPLA1 counter -5, PAFAH2 inh -13 and PAFAH1B3 inh 7.
Screening O=C1[C@@H](Oc2ccccc2)[C@@H](c2cccnc2)N1c1ccccc1 returned pPAFAH inh 1, PAD4 inh -2, PAFAH1B2 FP inh 5, PAFAH2 inh 4 and PAFAH1B3 inh 5.
`CCCn1c(SCC(=O)N(C)CC(=O)Nc2ccc(C)cc2)n[nH]c1=O` gave pPAFAH inh -2, PME-1 primary 4, PAD4 inh -1, PAFAH1B2 FP inh 0, LYPLA1 counter 2, PAFAH2 inh -1 and PAFAH1B3 inh 10.
CCO[C@@H]1OC(C(=O)N2CCOCC2)=C[C@H](c2ccc(C(F)(F)F)cc2)[C@H]1CCCO was read as pPAFAH inh 4, PME-1 primary 2, GSTO1 inh 8, PAD4 inh -2, Fam108B inh -2, PAFAH1B2 FP inh 0, LYPLA1 counter 1, PAFAH2 inh -1 and PAFAH1B3 inh -2.
Screening COc1cc(NC(=O)NCC2CCN(Cc3ccccc3Cl)CC2)cc(OC)c1OC returned pPAFAH inh 1, PME-1 primary 1, GSTO1 inh 7, PAD4 inh -6, Fam108B inh -1, PAFAH1B2 FP inh 0, LYPLA1 counter -6, PAFAH2 inh 2 and PAFAH1B3 inh 1.
Screening COc1ccc(S(=O)(=O)Cc2ccc(C(=O)N3CCN(c4ccc(Cl)cc4)CC3)o2)cc1 returned pPAFAH inh 11, PME-1 primary 7, GSTO1 inh 8, PAD4 inh 3, Fam108B inh 3, PAFAH1B2 FP inh 12, LYPLA1 counter 0, PAFAH2 inh -6 and PAFAH1B3 inh 13.
For CCCn1nnc(NC(=O)c2ccc(-c3cccc(Cl)c3)o2)n1 the results were pPAFAH inh 5, PME-1 primary -9, GSTO1 inh -1, PAD4 inh -7, Fam108B inh 1, PAFAH1B2 FP inh 4, LYPLA1 counter -4, PAFAH2 inh 0 and PAFAH1B3 inh 8.
For CCN(CC(=O)NC(C)C)C(=O)C(CCSC)NC(=O)c1cccc(C)c1 (centres undefined) the results were pPAFAH inh 2, PME-1 primary 8, GSTO1 inh 1, PAD4 inh 0, Fam108B inh 5, PAFAH1B2 FP inh 1, LYPLA1 counter 3, PAFAH2 inh 3 and PAFAH1B3 inh 11.
`COc1ccccc1NC(=O)c1ccc2c(O)c(S(=O)(=O)c3ccccc3)c(=O)[nH]c2c1` gave pPAFAH inh 0, PME-1 primary 6, GSTO1 inh -12, PAD4 inh 3, Fam108B inh 1, PAFAH1B2 FP inh 0, LYPLA1 counter 1, PAFAH2 inh 0 and PAFAH1B3 inh 0.
Screening S=C(NC12CC3CC(CC(C3)C1)C2)N1CCCC1 returned pPAFAH inh 4, PME-1 primary 3, GSTO1 inh 4, PAD4 inh -1, Fam108B inh -3, PAFAH1B2 FP inh 11, LYPLA1 counter 0, PAFAH2 inh 8 and PAFAH1B3 inh 7.
`COc1cc(S(=O)(=O)N(CCc2ccccc2)Cc2cccs2)ccc1-n1cnnn1` gave pPAFAH inh 4, PME-1 primary 4, GSTO1 inh -2, PAD4 inh -8, Fam108B inh 0, PAFAH1B2 FP inh 6, LYPLA1 counter -1, PAFAH2 inh -6 and PAFAH1B3 inh 3.
CCOc1ccc2ncc(S(=O)(=O)c3ccccc3)c(N3CCN(c4ccc(OC)cc4)CC3)c2c1 was read as pPAFAH inh -4, PME-1 primary 0, GSTO1 inh -3, PAD4 inh 1, Fam108B inh 0, PAFAH1B2 FP inh -5, LYPLA1 counter -1, PAFAH2 inh -3 and PAFAH1B3 inh -8.
`CN[C@H]1CCc2cc(OC)c(OC)c(OC)c2-c2ccc(N(C)CC(OC)OC)c(=O)cc21` gave pPAFAH inh 3, PME-1 primary 0, GSTO1 inh 12, PAD4 inh 1, Fam108B inh 1, PAFAH1B2 FP inh 8, LYPLA1 counter 4, PAFAH2 inh -5 and PAFAH1B3 inh 7.
CC(C)Cn1nc(NC(=O)C(C)(C)C)c2cc3ccccc3nc21 was read as pPAFAH inh 4, PME-1 primary 0, GSTO1 inh -1, PAD4 inh 3, Fam108B inh -1, PAFAH1B2 FP inh 1, LYPLA1 counter -5, PAFAH2 inh 4 and PAFAH1B3 inh -7.
Screening COC(=O)c1ccccc1-c1cn(C)c2ccccc2c1=O returned pPAFAH inh -6, PME-1 primary -5, GSTO1 inh 2, PAD4 inh 7, Fam108B inh -3, PAFAH1B2 FP inh 0, LYPLA1 counter 0, PAFAH2 inh 9 and PAFAH1B3 inh 4.
For Cc1ccc(N(C(=O)c2csnn2)C(C(=O)NC(C)(C)C)c2cccnc2)cc1C (centres undefined) the results were pPAFAH inh -4, PME-1 primary -1, GSTO1 inh -3, PAD4 inh 0, Fam108B inh -3, PAFAH1B2 FP inh 1, LYPLA1 counter 1, PAFAH2 inh 8 and PAFAH1B3 inh 7.
For O=C(NCc1ccncc1)c1ccc(N2CCCC2)c([N+](=O)[O-])c1 the results were pPAFAH inh 1, PME-1 primary 0, GSTO1 inh 6, PAD4 inh -3, Fam108B inh 1, PAFAH1B2 FP inh 2, LYPLA1 counter 0, PAFAH2 inh 2 and PAFAH1B3 inh 4.
For CCOC(=O)c1sc2ncn(CC(=O)Nc3cc(C)on3)c(=O)c2c1C the results were pPAFAH inh 2, PME-1 primary 2, PAD4 inh -5, PAFAH1B2 FP inh -2, LYPLA1 counter 0, PAFAH2 inh 2 and PAFAH1B3 inh -1.

These rows are one share of the data, so the mix of outcomes need not match the whole.
